# Screening results from PubChem BioAssay.
# KDM5B inh: blocks human KDM5B histone demethylase activity | Q9UGL1 | KDM5B demethylase, FDH-coupled NADH fluorescence (FDH is formaldehyde dehydrogenase) | Potency, µM (series often up to 57.7 µM), without a hit: top-dose activity change, negative = inhibition, hits mostly inhibitors | hit rate 2.6% among 220,000 | AID 1347165; active means well fitted inhibition curve with a large enough effect; inconclusive means small, poorly fitted or top-dose-only effect; inactive means no such curve, though single readings can be large or run the other way; further: 0% is about no effect; nearly all actives have a fitted effect of over 70% in size
# Target sequence (Q9UGL1 whole entry, looked up): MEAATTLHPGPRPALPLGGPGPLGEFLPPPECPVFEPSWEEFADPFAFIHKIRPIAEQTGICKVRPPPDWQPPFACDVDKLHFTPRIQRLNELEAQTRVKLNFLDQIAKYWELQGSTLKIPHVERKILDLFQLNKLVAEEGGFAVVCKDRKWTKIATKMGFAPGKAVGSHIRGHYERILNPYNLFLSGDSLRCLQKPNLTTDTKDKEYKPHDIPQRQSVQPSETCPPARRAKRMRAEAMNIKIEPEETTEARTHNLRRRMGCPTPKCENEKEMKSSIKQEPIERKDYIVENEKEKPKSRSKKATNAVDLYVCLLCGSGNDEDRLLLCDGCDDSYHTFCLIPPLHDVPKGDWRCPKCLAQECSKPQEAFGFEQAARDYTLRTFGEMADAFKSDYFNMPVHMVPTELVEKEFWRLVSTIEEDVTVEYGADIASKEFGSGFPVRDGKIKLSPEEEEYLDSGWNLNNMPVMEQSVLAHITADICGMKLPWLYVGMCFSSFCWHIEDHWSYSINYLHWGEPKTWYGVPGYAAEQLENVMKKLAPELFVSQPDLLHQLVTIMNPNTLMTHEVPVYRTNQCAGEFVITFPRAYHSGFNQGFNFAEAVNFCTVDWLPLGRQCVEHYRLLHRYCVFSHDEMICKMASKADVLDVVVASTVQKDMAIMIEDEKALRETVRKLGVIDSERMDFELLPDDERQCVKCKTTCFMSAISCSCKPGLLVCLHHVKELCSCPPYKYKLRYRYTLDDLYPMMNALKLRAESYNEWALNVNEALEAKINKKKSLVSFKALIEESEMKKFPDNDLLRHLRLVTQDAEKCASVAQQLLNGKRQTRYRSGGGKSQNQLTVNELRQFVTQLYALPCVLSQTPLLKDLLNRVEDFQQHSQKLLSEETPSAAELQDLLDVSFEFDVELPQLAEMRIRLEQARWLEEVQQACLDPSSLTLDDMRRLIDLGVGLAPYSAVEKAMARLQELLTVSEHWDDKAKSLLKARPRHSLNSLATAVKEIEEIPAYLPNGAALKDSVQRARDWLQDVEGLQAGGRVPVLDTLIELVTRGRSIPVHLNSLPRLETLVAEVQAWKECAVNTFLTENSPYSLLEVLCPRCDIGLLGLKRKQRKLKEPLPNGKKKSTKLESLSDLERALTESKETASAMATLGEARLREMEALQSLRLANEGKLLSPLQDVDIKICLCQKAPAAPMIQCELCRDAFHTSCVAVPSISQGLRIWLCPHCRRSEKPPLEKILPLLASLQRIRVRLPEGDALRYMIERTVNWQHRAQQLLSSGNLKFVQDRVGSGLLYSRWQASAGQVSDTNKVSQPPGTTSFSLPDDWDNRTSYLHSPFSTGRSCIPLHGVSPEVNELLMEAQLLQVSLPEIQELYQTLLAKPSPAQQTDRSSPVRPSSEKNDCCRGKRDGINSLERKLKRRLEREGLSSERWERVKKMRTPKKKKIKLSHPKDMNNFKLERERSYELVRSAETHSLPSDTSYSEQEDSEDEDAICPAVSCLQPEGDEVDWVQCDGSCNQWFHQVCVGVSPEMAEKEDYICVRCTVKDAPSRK
#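 qHTS format, multiple compound concentrations. Buffer 50 mM HEPES pH 7.5/0.01% Tween-20; 200 nM KDM5BΔAP final; 10 min compound preincubation; substrate-mix levels 12.5 µM peptide, 25 µM α-KG, 0.25 mM NAD⁺; 30 min RT; ΔRFU.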
# * hit, by the source's call; i = inactive; ? = inconclusive; [ ] = dose if it differs, or a comment. Potency means the concentration at half of the fitted maximal effect.
KDM5B inh,SMILES
5%[86.2 µM],c1ccc(-c2cnc3n[nH]c(-c4ccc5c(c4)OCO5)c3n2)cc1
?,COc1cc2c(cc1OC)-c1c(c(C(=O)NCc3ccncc3)nn1-c1ccc(Cl)cc1)C2
?,Cc1ccc(SCC(=O)Nc2ccc3oc(-c4ccccc4F)nc3c2)cc1
-1%,Cc1ccccc1N1CC(C(=O)Nc2ccccc2C(=O)N2CCN(c3ccccc3)CC2)CC1=O (stereo unspecified)
-6%,COc1ccc(/C(O)=C2\C(=O)C(=O)N(CCN3CCNCC3)C2c2ccc(OC)cc2)cc1 (stereo unspecified)
-24%,N=C1C(c2nc3ccccc3c(=O)[nH]2)=C(O)CN1c1ccc(Cl)cc1Cl
6%[86.2 µM],CN(Cc1ccc(F)cc1)C(=O)c1ccc(C(F)(F)F)cc1
-13%,CC(C)c1ccc(Cc2cnc(NC(=O)c3ccc4c(c3)CC(c3ccccc3)OC4=O)s2)cc1 (stereo unspecified)
3%[86.2 µM],COc1ccc(S(=O)(=O)N[C@H]2C[C@@H](c3nc(Cc4ccccc4)no3)N(C)C2)cc1
7%,N#Cc1cccc(C(=O)N2CCOCCNC(=O)[C@@H]3CCC[C@@H]32)c1
22µM*,COc1ccc(CCC(=O)N[C@@H]2CN(c3ncccn3)C[C@H]2CN(C)C)cc1
8%,COc1ccc(C(=O)Nc2ccc3oc(-c4ccccc4OC)cc(=O)c3c2)cc1

# KDM5B inh: entries above that show a hit
KDM5B inh,SMILES
22µM*,COc1ccc(CCC(=O)N[C@@H]2CN(c3ncccn3)C[C@H]2CN(C)C)cc1

# (cont.)
KDM5B inh,SMILES
-14%,O=C(O)c1ccccc1-n1nc(-c2ccncc2)nc1CN1CCCCC1=O
15%,CCOC(=O)c1cnc2ccc(OC(F)(F)F)cc2c1Nc1ccccc1C(=O)O
-30%,CNC1CCc2nnc(C)n2CC1 (stereo unspecified)
-11%,Cc1ccc(NC(=O)Cc2nc(CSc3nncn3-c3ccccc3C)cs2)cc1
14%,Cc1ccccc1N1CCCN(Cc2nc(-c3ccccn3)no2)CC1
-28%,CS(=O)(=O)N1CCCN(Cc2ccc(F)cc2F)CCNC(=O)CC1c1ccccc1 (stereo unspecified)
?,Cc1ccc(CCNC(=O)c2ccc3c(c2)N(Cc2ccc(F)cc2)CCS3)cc1
28%,CC1=C(C(=O)NC(C)c2ccccc2)C2(CCC(C)CC2)OC1=O (stereo unspecified)
4%,Cc1cc(C)cc(OCc2cc(=O)n3c4c(sc3n2)CCCC4)c1
20%,CCCCn1nc(C(=O)Nc2ccc(Br)cc2)c2ccccc2c1=O
-16%,CNC(=O)[C@@H]1C[C@H](Oc2ccccc2)CN1C(=O)c1ccc2ccccc2n1
21%,CCN(CC(=O)NCc1cccs1)C(=O)C(c1ccccc1)c1ccccc1
-13%,C=CCn1c(SC)nc2c1c(=O)[nH]c(=O)n2C
-22%,CCCCN(CC)C(=O)CCn1c(=O)c2cccn2c2cccnc21
?,CCC1Oc2ccc(NC(=O)c3c(F)cccc3F)cc2CN(Cc2ccc(F)cc2Cl)C1=O (stereo unspecified)
1%,CCCN(CCO)CC(=O)NC(CC)CC
?,CC(C)NC(=O)N1Cc2[nH]cnc2C[C@H]1c1nc(-c2ccc3c(c2)OCO3)no1
?,COCCN1CCNc2cc(NCc3ccccc3)ncc2C1
?,OC(c1ccccc1)(c1ccccc1)C1CCN(Cc2cccc(OCc3ccccc3)c2)CC1
-2%,O=c1[nH]c(C2CCCN(Cc3cccc(-c4cccnc4)c3)C2)nc2ccc(F)cc12 (stereo unspecified)
-28%,Cc1cccc(-n2c(=O)c3c(c4cc(C)ccc4n3C)n(CC(=O)Nc3ccccc3Cl)c2=O)c1
-11%,O=C(CSc1n[nH]c(-c2ccccc2)n1)NCCCc1ccccc1
-12%,COc1ccc(CCOC(=O)Cc2coc3cc(C)c(C)cc23)cc1
?,Cc1sc2ncn(CC(=O)N3CCN(c4ccc(Cl)cc4)CC3)c(=O)c2c1S(=O)(=O)N1CCN(c2ncccn2)CC1

# The last 2 compounds of the part before open the next one.
KDM5B inh,SMILES
-12%,COc1ccc(CCOC(=O)Cc2coc3cc(C)c(C)cc23)cc1
?,Cc1sc2ncn(CC(=O)N3CCN(c4ccc(Cl)cc4)CC3)c(=O)c2c1S(=O)(=O)N1CCN(c2ncccn2)CC1
?,CCCNC(=O)Cn1nc(C)c2c(C)n(-c3ccccc3)nc2c1=O
-24%,COC(=O)c1ccc(Oc2c(C)oc3cc(OC(=O)c4ccco4)ccc3c2=O)cc1
5%,O=c1[nH]c2cc3c(cc2c(=O)n1Cc1nc(-c2ccc(C(F)(F)F)cc2)no1)OCO3
-4%,COc1ccc(NC(=O)c2ccc3c(c2)C2(CCCN(C)C2)CN3Cc2cccnc2)cc1 (stereo unspecified)
-8%,COc1cccc(C2=C(C(C)=O)Sc3nnc(C4CCCCC4)n3N2C(C)=O)c1
-14%,CC(C)COc1nc2ccccc2nc1C(C#N)C(=O)NC1CCCCC1 (stereo unspecified)
?,O=C(c1cc(-c2ccco2)nc2ccccc12)N1CCCC1
15%,Cc1c(-c2ccccc2)nc2ccccc2c1C(=O)N1CCCC1
-18%,Cc1ccc(CNC(=O)CSc2ncc3c(n2)-c2ccc(Cl)cc2N(Cc2ccccc2)S3(=O)=O)cc1
17%,Cc1cc(C)n(C(=O)c2ccc(S(=O)(=O)N3CCOCC3)cc2)n1
-7%,CCc1cc2c(=O)c(-c3cnn(-c4ccccc4)c3)c(C(F)(F)F)oc2cc1O
-3%,COCCOC1CCN(C(=O)NCc2ccc(F)cc2)CC1
17%,N#Cc1ccc(/C=N/Nc2ccc(S(N)(=O)=O)cc2[N+](=O)[O-])cc1
12%,O=S(=O)(Nc1nc2ccccc2nc1N1CCCCC1)c1cc(Cl)ccc1Cl
-8%,CCc1cccc(N2C(=O)CSC23C(=O)N(Cc2ccccc2F)c2ccccc23)c1 (stereo unspecified)
-1%,CC(=O)N1CCc2cc(C(=O)C(C)n3nnc(-c4ccc(F)cc4)n3)ccc21 (stereo unspecified)
-16%,O=C(c1cccc(Cl)c1)N1CCn2c(nn(-c3ccc([N+](=O)[O-])cc3)c2=O)C1
15%,Cc1cccc(C(=O)Oc2cccc(Br)c2)c1C
-9%,O=C(Oc1ccc2c(=O)c(-c3ccccc3)coc2c1)c1cccs1
?,O=C1CC(c2ccco2)CC(O)=C1C=NCCN1CCN(C(=S)Nc2ccccc2)CC1 (stereo unspecified)
3%,CCOc1ccc(N(C)C(=O)C2CCN(S(=O)(=O)c3ccc4c(c3)CCCN4C(C)=O)CC2)cc1
30%[activator],CCn1nccc1C(=O)N1CCC(c2noc(COc3ccc(F)cc3)n2)C1 (stereo unspecified)
?,CN(CCc1ccccn1)C(=O)CCc1ccc2c(c1)CN(S(C)(=O)=O)CCO2
40%[activator],COc1ccc(Nc2cc(C(=O)NCC(OC)OC)c3ccccc3n2)cc1OC

# Three of the entries above in order of their number in KDM5B inh, largest number first.
KDM5B inh,SMILES
15%,Cc1cccc(C(=O)Oc2cccc(Br)c2)c1C
12%,O=S(=O)(Nc1nc2ccccc2nc1N1CCCCC1)c1cc(Cl)ccc1Cl
-16%,O=C(c1cccc(Cl)c1)N1CCn2c(nn(-c3ccc([N+](=O)[O-])cc3)c2=O)C1

# Additional structures
KDM5B inh,SMILES
0%,COc1ccc(-n2nc(C(=O)N3CCCCC3C)c3c4ccccc4n(C)c3c2=O)cc1Cl (stereo unspecified)
8%,CCCN1C(=O)NC(c2cccc(Cl)c2Cl)C(C(=O)Nc2cc(C)on2)=C1C (stereo unspecified)
-2%[86.2 µM],COCCN[C@H]1[C@@H]2OC[C@@H](O2)[C@@H](NC(=O)Nc2cccc(C(F)(F)F)c2)[C@@H]1O
5%[86.2 µM],CC(C)CCN1CCCC2(CNc3ccccc3[S+](=O)([O-])N2)C1 (stereo unspecified)
i,CC(CCc1ccccc1)NC(=O)c1noc(-c2ccc[nH]c2=O)n1 (stereo unspecified)
20%,CC(C)(C)C(=O)/C=c1/[nH]c(=O)/c(=C/c2ccccc2F)s1
8%,Cc1ccc(C(=O)NCc2ccncc2)cc1S(=O)(=O)Nc1cccc(C)c1C
-20%,CCN(CC)S(=O)(=O)c1ccc(C)c(NC(=S)Nc2cc(S(=O)(=O)N(CC)CC)ccc2C)c1
-15%[11.5 µM],COc1ccccc1NC(=O)CN1C(=O)C(C)(C)c2ccccc21
28µM*,O=C(NCc1ccc(F)cc1)C1(CCO)CCN(c2ncccn2)C1 (stereo unspecified)
-5%,O=c1oc(-c2ccccc2)cc(-c2ccccc2)c1-c1ccccc1
?,CCc1cccc(C)c1Nc1c(-c2ccccc2)nc2cnccn12

# Look-ups from the entries so far.
# CC(C)(C)C(=O)/C=c1/[nH]c(=O)/c(=C/c2ccccc2F)s1 in KDM5B inh: 20%
# Cc1ccc(C(=O)NCc2ccncc2)cc1S(=O)(=O)Nc1cccc(C)c1C in KDM5B inh: 8%

# The listing continues:
KDM5B inh,SMILES
11%,O=C(COC(=O)c1cccc(NC(=O)c2ccco2)c1)c1ccccc1
-7%,COC(=O)c1ccc(COC(=O)C23CC4CC(CC(O)(C4)C2)C3)cc1
i,COc1ccccc1C(=O)N1CCN(c2oc(-c3ccccc3OC)nc2C#N)CC1
10%,CCOc1ccc2c(c1)c(=O)c(C(=O)c1ccccc1)cn2Cc1ccccc1F
?,CCN(CC(=O)Nc1ccc(S(=O)(=O)N2CCCC2)cc1)CC(=O)Nc1cccc(OC)c1
35µM*,COC(=O)CNC(=O)c1nc(-c2ccc(Cl)nc2)c2cnccn12
?,O=C1SC(Nc2ccc(Cl)cc2)C(=O)N1Cc1ccccc1 (stereo unspecified)
?,Cc1ccc(C(C)C)c(OCCCCN(C)C)c1
2%[86.2 µM],O=C(c1cnc2n1CCN(CCc1ccccc1)CC2)N1CCC(c2ccccc2)CC1
4%,CNC(=O)c1ccc(-c2nc(CN3CCN(C(=O)Nc4ccccc4)CC3)c(C)o2)cc1
-15%,COc1cccc(CNC(=O)C2Cn3cccc3C(=O)N2)c1 (stereo unspecified)
-17%,CCOc1ccccc1N(CC(=O)N1CCc2ccccc2C1)S(=O)(=O)c1ccccc1
7%,CCCc1noc(-c2cn(C3CCN(C(=O)c4sccc4C)CC3)nn2)n1
28µM*,O=C(c1nc(-c2cccc(C(F)(F)F)c2)c2cnccn12)N1CCN(c2ncccn2)CC1
-1%,O=C(c1cc(-c2ccncc2)nc2ccccc12)N1CCCC(C(F)(F)F)C1 (stereo unspecified)
-12%,COc1ccc(S(=O)(=O)N2CCC(Oc3cccc(C(F)(F)F)c3)CC2)cc1OC
-21%,CCc1cc(N2CCN(C)C(C(=O)O)C2)nc(N2CCOCC2)n1 (stereo unspecified)
-32%[86.2 µM],CC(=O)Nc1cccc(-c2ccnc(-c3nnc(C)n3C(C)C)c2)c1
14%,Cc1ccc(NC(=O)N2CCCC(c3noc(COc4ccccc4F)n3)C2)c(C)c1 (stereo unspecified)
8%,CCOCCCNC(=O)c1ccc(C#N)cc1
7%,CCC1CCc2c(sc(NC(=O)/C=C/c3ccc(C(C)(C)C)cc3)c2C#N)C1 (stereo unspecified)
17%,Cc1nonc1CC(=O)NC1CC(=O)N(Cc2cccc3ccccc23)C1 (stereo unspecified)
18%,O=C(NCc1ccccn1)C1c2ccccc2C(=O)N(c2ccccc2)C12CCCCC2 (stereo unspecified)
-6%,O=c1c2oc3ccccc3c2n(Cc2ccccc2F)c(=O)n1Cc1ccc2c(c1)OCO2
17%,COc1cc2c(cc1OC)C(C)N(CC(=O)Nc1cc(C)cc(C)c1)CC2 (stereo unspecified)
26%,Cc1ccccc1C(=O)N1CCC(C(=O)NC2CCCC2)CC1
-11%,CCOC(=O)c1ccc(NC(=O)c2sc(NC(=O)c3ccccc3)c(C(=O)OCC)c2C)cc1
-4%,O=C(NC1CCN(c2cc(-c3cccs3)[nH]n2)CC1)c1ccc(F)c(F)c1
12%,CC(C)C(C(=O)NC(C)C1CC2CCC1C2)c1ccc(Cl)cc1 (stereo unspecified)
30%,COCCCn1c(C)cc(C(=O)COc2ccc3ccc(=O)oc3c2)c1C
?,CSc1nc(-c2ccccc2Cl)nc2c1Cc1c(CO)cnc(C)c1O2
-12%,NC(=O)c1ccccc1OCC(=O)Nc1ccc(S(=O)(=O)N2CCCCC2)cc1
-5%,Cc1ccc(C)c(N(CC(=O)NC2CCCCC2)C(=O)c2csnn2)c1
-5%,CCCNC(=O)N(C1CCOCC1)C1CCN(C(=O)c2ccc(OC)nc2)CC1
-15%,O=C(C1CCC1)N1CCCC(n2cc(-c3nc(-c4ccccc4)no3)nn2)C1 (stereo unspecified)
6%,O=C(NCCCCc1ccccc1)c1ccc(C(=O)NCCCCc2ccccc2)cc1
25%,Cc1ccc(CN2C(=O)NC3(CCN(C(=O)c4ccc(C#N)cc4)CC3)C2=O)cc1
10%,COc1ccc(C2Cn3nnc(C(=O)N4CCC(C(=O)NC5CCCCCCC5)CC4)c3CO2)cc1 (stereo unspecified)
17%,CC(=O)Nc1ccc(C)cc1S(=O)(=O)n1cc2c(=O)n(C)c(=O)n(C)c2n1
-4%,Cc1ccc2c(=O)cc(C(=O)N(Cc3cccc(Cl)c3)C3CCS(=O)(=O)C3)oc2c1C (stereo unspecified)
36%[activator],CC1CCC(NC(=O)C(=O)Nc2ccc3c(c2)OCO3)CC1 (stereo unspecified)
25µM*,C=CCN(CC=C)Cc1nnc2cc(-c3nc(-c4ccccc4)no3)ccn12

# Only part of the results is shown; count on the stated rates, not on these rows.
